High-throughput results deposited in PubChem by NMMLSC.
Bcl-2 Bim block = inhibitors of Bim-Bcl-2 binding, primary screen, biochemical, multiplexed, human Bcl-2 family | Bead-based flow cytometry, Bim peptide-Bcl-2 binding | inhibition, % at 10 µM | Apoptosis regulator Bcl-2 (Homo sapiens), P10415 | AID 950, 2007 | 190,000 compounds, 0.06% hits; in the data active = inhibition above about 40%; inconclusive = no clear call, values can overlap the other calls;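 note: 0% = no compound wells with probe peptide and 100% = reference peptide inhibitor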
Target sequence (P10415 whole entry, looked up): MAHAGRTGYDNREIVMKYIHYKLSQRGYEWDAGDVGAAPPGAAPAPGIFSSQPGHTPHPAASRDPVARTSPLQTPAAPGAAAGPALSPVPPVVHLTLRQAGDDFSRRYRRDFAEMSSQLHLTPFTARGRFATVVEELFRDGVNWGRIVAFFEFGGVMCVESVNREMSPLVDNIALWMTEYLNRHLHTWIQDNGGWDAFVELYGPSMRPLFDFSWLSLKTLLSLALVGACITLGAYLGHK
HRas wt GTP = modulators of GTP binding to HRas wildtype, primary screen, biochemical, bead-based flow cytometry, multiplex; GST-Ras wt beads, Bodipy-FL-GTP binding; actives lie on both sides; GTP binding activity, % at 10 µM; 190,000 compounds, 0.14% hits;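 active = GTP binding activity at least 20% away from the 100% baseline, either lowered as inhibitor or raised as activator; inconclusive = flagged as likely green fluorescent, judged across all proteins in the well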;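 note: 0% = unlabeled GTP competition control and 100% = no-compound control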
Rac1 act GTP bind = GTP binding modulators of activated mutant Rac1, primary screen, biochemical, bead-based flow cytometry, multiplex, fluorescent GTP; Ras-related C3 botulinum toxin substrate 1 (Homo sapiens), P63000; GST-Rac1 activated beads; actives lie on both sides; 100% means binding = to untreated wells; percent activity (GTP binding), % at 10 µM; 190,000 compounds, 0.11% hits; AID 764, 2007;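 active = GTP binding at least 20 percentage points away from the 100% baseline, in either direction, so actives lie on both sides; inconclusive = Compound likely fluorescent itself, or too few beads counted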
Rac1 wt GTP bind = wildtype Rac1 GTP binding modulators, primary screen, biochemical, GST-Rac1 beads, flow cytometry, multiplex | Ras-related C3 botulinum toxin substrate 1 (Homo sapiens), P63000 | fluorescent GTP binding; actives lie on both sides; 0 = cold GTP competed, 100 = untreated | GTP binding activity (% of control), % at 10 µM | 190,000 compounds, 0.27% hits;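 active = GTP binding activity at least 20 points away from the 100% control level, either lower or higher; inconclusive = compound flagged as likely green fluorescent, judged across all proteins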
Bim-Bcl-W = inhibitors of Bim binding to Bcl-W, primary screen, biochemical, multiplexed, bead-based flow cytometry; 190,000 compounds, 0.02% hits; inhibition, % at 10 µM; Bcl-2-like protein 2 (Homo sapiens), Q92843; Bim peptide-Bcl-W binding;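 note: 0% = bound tracer without compound and 100% = peptide blocker; higher means less fluorescent Bim peptide bound to Bcl-W beads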
Bfl-1 Bim block = inhibitors of Bim binding to Bfl-1, primary screen, biochemical, multiplexed, bead-based flow cytometry; Bcl-2-related protein A1 (Homo sapiens), Q16548; Bim-Bfl-1 binding inhibition; inhibition, % at 10 µM; 190,000 compounds, 0.12% hits; AID 1008, 2008;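 note: 0% = wells without compound plus tracer and 100% = blocker peptide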
Cdc42 wt GTP = modulators of GTP binding to wildtype Cdc42, primary screen, biochemical, multiplex bead flow cytometry, Bodipy-GTP | 190,000 compounds, 0.2% hits | percent activity (GTP binding), % at 10 µM | Cell division control protein 42 homolog (Homo sapiens), P60953 | GST-Cdc42 beads; actives lie on both sides;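 active = percent activity GTP binding at least 20 points away from the 100% baseline, either down as inhibitor or up as activator; inconclusive = compound flagged as likely green fluorescent from well-wide comparison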;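 note: median bead fluorescence of bound Bodipy-FL-GTP at 100 nM; 0% = excess unlabeled GTP control and 100% = no compound control; below 100% means less GTP binding so inhibitor and above means activator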
Target sequence (P60953 whole entry, looked up): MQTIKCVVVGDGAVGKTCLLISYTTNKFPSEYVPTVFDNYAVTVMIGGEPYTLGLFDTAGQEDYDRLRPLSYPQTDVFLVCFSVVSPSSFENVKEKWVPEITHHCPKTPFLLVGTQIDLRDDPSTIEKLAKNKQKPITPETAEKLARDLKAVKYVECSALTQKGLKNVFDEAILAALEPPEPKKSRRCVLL
Rab7 wt GTP bind = modulators of GTP binding to Rab7, primary screen, biochemical, wildtype, multiplex bead flow cytometry; Rab7 GTPase wild type (dog), Bodipy-FL-GTP binding; GST-Rab7 beads, fluorescent GTP binding; actives lie on both sides; untreated = 100%, excess cold GTP = 0%; GTP binding activity (percent of control), % at 10 µM; 190,000 compounds, 0.055% hits; AID 758, 2007;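 active = fluorescent GTP binding to Rab7 beads changed by at least 20 points from the 100% baseline, either direction, mostly lower; inconclusive = compound itself probably fluorescent, or too few beads counted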;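 note: median green fluorescence of bound Bodipy-FL-GTP per Rab7 bead population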
Rab2 wt GTP = modulators of GTP binding to Rab2A wildtype, primary screen, biochemical, dog, bead-based flow cytometry, multiplex. GTP binding activity, % at 10 µM. GST-Rab2 wt beads, Bodipy-GTP binding. AID 760, 2007. 190,000 compounds, 0.19% hits. Ras-related protein Rab-2A (Canis lupus familiaris), P61105;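 active = GTP binding activity at least 20 points away from 100%, either lowered or raised; inconclusive = signal likely due to the compound's own green fluorescence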;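 note: 0% = beads with excess unlabeled GTP and 100% = no-compound control corrected for plate trend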
Bim-Bcl-XL = inhibitors of Bim-Bcl-XL binding, primary screen, biochemical, multiplexed, bead flow cytometry, human Bcl-XL. 190,000 compounds, 0.04% hits. Bim peptide-Bcl-XL binding, fluorescence. AID 1007, 2008. inhibition, % at 10 µM
Target sequence (Q07817 whole entry, looked up): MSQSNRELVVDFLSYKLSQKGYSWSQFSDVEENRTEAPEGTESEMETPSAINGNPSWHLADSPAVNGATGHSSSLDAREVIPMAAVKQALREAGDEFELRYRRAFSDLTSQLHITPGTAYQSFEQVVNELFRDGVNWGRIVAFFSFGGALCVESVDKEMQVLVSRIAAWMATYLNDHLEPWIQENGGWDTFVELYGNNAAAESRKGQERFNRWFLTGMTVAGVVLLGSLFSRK
Bim-Bcl-B = inhibitors of Bim-Bcl-B binding, primary screen, biochemical, multiplexed, human Bcl-2 family; 190,000 compounds, 0.073% hits; inhibition, % at 10 µM; Bcl-2-like protein 10 (Homo sapiens), Q9HD36; bead-based flow cytometry, Bim peptide-Bcl-B binding;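 note: 0% = tracer peptide without compound and 100% = reference inhibitor peptide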
Target sequence (Q9HD36 whole entry, looked up): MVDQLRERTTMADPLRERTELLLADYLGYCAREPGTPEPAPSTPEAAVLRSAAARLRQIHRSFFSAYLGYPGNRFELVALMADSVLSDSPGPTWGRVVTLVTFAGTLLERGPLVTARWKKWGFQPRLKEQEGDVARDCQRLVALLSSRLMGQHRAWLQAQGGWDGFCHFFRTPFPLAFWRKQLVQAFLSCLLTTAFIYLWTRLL
* = called active by the depositor; ? = inconclusive; & = joins results of further samples. Cut-off read from the data, not from the text of the source, unless noted: active = inhibition above about 40%.

SMILES	Bcl-2 Bim block	HRas wt GTP	Rac1 act GTP bind	Rac1 wt GTP bind	Bim-Bcl-W	Bfl-1 Bim block	Cdc42 wt GTP	Rab7 wt GTP bind	Rab2 wt GTP	Bim-Bcl-XL	Bim-Bcl-B
O=C(COc1ccccc1Cl)Nc1ccc2c(c1)OCCO2	-4	102	100	105	-1	-7	99	104	101	-1	0
O=C(NNC(=O)c1ccc(NC(=O)c2ccccc2)cc1)Nc1ccccc1	-8	94	93	92	-9	-3	96	96	93	-6	-14
COc1cc(S(=O)(=O)N(Cc2ccco2)C2CCCC2)ccc1-n1cnnn1	-9	98	97	104	0	-15	101	98	97	-3	-6
O=c1ccn(CCc2c[nH]c3ccccc23)c2c1CCCC2	-1	97	96	98	0	-1	95	104	96	0	-2
COc1ccc2ccc3c(c2c1)N=CC1(O3)N(C)c2ccccc2C1(C)C (stereo not given)	-30	97	94	96	2	0	97	100	98	3	6
COc1ccc(-c2nc(C#N)c(NCCc3ccccc3)o2)cc1OC	-4	94	92	92	-3	-3	93	99	90	-1	0
COc1ccc(S(=O)(=O)CC(O)CN2CCCC2=O)cc1 (stereo not given)	-3	?	?	?	0	-5	?	?	?	-4	-1
N#C/C(=C/c1cccn1-c1cccc(C(=O)O)c1)c1ccc(F)cc1	-6	92	89	94	0	-3	93	99	93	-4	-3
O=C(OC1CCCCC1)c1ccc(NC(=O)C2CCCCC2)cc1	-1	97	99	99	1	-4	79*	95	99	-3	-1
COc1ccc(OC)c(S(=O)(=O)NCc2cn3c(C)csc3n2)c1	-4	98	98	99	0	-8	100	99	97	-3	-7
Cc1ccc(C(=O)Nc2ccccc2N2CCCCC2)cc1[N+](=O)[O-]	-2	96	94	92	3	4	87	98	94	0	-3
COCCn1c(SCC(=O)Nc2ccc(OC)cc2)nc2c(oc3ccccc32)c1=O	-8	?	?	?	-5	-7	?	?	?	-3	-11
COC(=O)c1ccc(CN2CCC(CO)(Cc3ccc(OC)cc3)CC2)cc1	0	96	96	99	1	-4	97	103	98	1	-1
CCOC(=O)c1nn(-c2ccccc2)c(=O)cc1SC1CCCCC1	-2	96	97	99	1	-6	98	96	99	0	-7
O=C(Nc1ccc(Cl)cc1)c1csc(-c2ccccc2)n1	-7	96	89	92	-2	-10	91	95	92	-6	-7
CCC(C)n1c(/C=C/c2ccccc2)nc2ccccc21 (stereo not given)	0	?	?	?	-5	-1	?	?	?	-8	-8
O=C(NCc1ccccc1Cl)c1cc([N+](=O)[O-])ccc1Cl	-3	99	97	99	1	-2	97	105	102	-1	-3
CCc1nc(SCC(=O)NCc2ccco2)c2c(=O)n(C)c(=O)n(C)c2n1	-4	105	101	108	2	-10	103	106	103	-4	-6
CCCCn1c(SCc2cc(=O)[nH]c3ccccc23)nc2c1c(=O)n(C)c(=O)n2C	-1	100	102	106	-5	0	100	97	101	-8	-3
O=C(N/N=C/c1ccc(Br)s1)c1ccccn1	-1	101	102	106	-6	-8	102	97	102	-7	-4
Cc1csc2ncc(C(=O)NCCc3ccccc3)c(=O)n12	-8	99	97	103	-1	-12	104	102	102	-3	-4
CC12CN(C(=O)c3ccccc3)C3(C#N)CC1CCC23C (stereo not given)	-4	97	93	96	-5	-6	100	98	97	-13	-6
Cc1sc2ncnc(SC(C)C(=O)N3c4ccccc4Sc4ccccc43)c2c1C (stereo not given)	-6	101	101	104	-5	-9	101	100	99	-4	-11
O=C(C1CCCN(S(=O)(=O)c2cccc3nonc23)C1)N1CCC(Cc2ccccc2)CC1 (stereo not given)	-6	101	100	104	-3	-2	101	100	101	-4	0
COc1ccccc1NC(=O)c1ccccc1NS(=O)(=O)N1CCCC1	-9	96	96	95	1	-14	99	95	97	4	-7
CC1CC(CN)CC(CO)C1 (stereo not given)	-5	95	93	98	-1	-5	98	97	96	-1	-5
Cc1ccc(C(=O)CSc2nnc(-c3ccco3)n2CC2CCCO2)cc1 (stereo not given)	0	101	99	101	-1	-3	101	99	101	-1	-1
CN1CCN(/N=C/c2nc(-c3cccc([N+](=O)[O-])c3)n3ccccc23)CC1	-6	99	98	103	-6	-4	101	99	101	-5	-4
CCOC(=O)C1CCN(Cc2nc3ccccc3c(=O)n2-c2ccc(OCC)cc2)CC1	-8	100	99	104	-8	-7	100	100	100	-4	-9
Cn1nc(-c2ccc(OCC(=O)Nc3cccnc3)cc2)c2ccccc2c1=O	-71	98	100	99	-84	-4	98	97	98	-36	-64
COc1ccnc(N=CNOCc2ccc(F)cc2Cl)c1C#N	0	102	103	107	4	-6	106	98	100	-1	0
COC(=O)c1ccc(OC(=O)c2ccccc2F)cc1	-2	97	97	101	-2	-1	99	95	95	-3	-6
O=C(CN1c2cccc3cccc(c23)S1(=O)=O)Nc1cccc(S(=O)(=O)N2CCOCC2)c1	-2	99	99	100	-5	-7	97	99	99	-11	-11
CC(C)[C@H](NC(=O)c1ccco1)C(=O)OCC(=O)NC12CC3CC(CC(C3)C1)C2	-1	98	96	101	-2	-8	97	95	95	-2	-5
CCn1c2ccccc2c(=O)c2ccccc21	0	99	94	103	0	-3	94	103	98	3	-2
Cc1ccc2[nH]c3c(NCCN4CCOCC4)ncnc3c2c1	-2	103	99	107	-1	-2	104	104	104	-5	0
Cn1c(CSCc2ccc(F)cc2)nnc1SCC(=O)N1CCN(c2ccccc2)CC1	-2	98	95	97	-1	0	101	97	96	-1	-1
CCOC(=O)C1(Cc2ccccc2Cl)CCN(C(=O)CCn2ccnc2C)CC1	-5	96	94	98	-2	-5	99	97	97	-3	0
O=c1c2c(-c3ccc([N+](=O)[O-])cc3)csc2nc2n1CCCCC2	0	98	94	97	-3	-1	97	107	99	-8	-23
COCCCNC(=O)CN(c1cccc(Cl)c1)S(C)(=O)=O	-16	98	99	99	-3	-21	101	98	98	-5	-11
CC(C)=C1C2CCC1C1C(=O)N(c3nc(-c4ccc(C(C)C)cc4)c(C)s3)C(=O)C21 (stereo not given)	0	98	95	97	0	-1	98	96	96	0	1
Cc1cc(=O)[nH]c(SCc2cccc3cccnc23)n1	-4	97	94	94	-2	-7	94	101	94	-5	-6
CCOC(=O)C1=C(c2ccccc2)NC(=S)NC1c1ccc(C)c([N+](=O)[O-])c1 (stereo not given)	0	102	100	100	1	0	99	100	99	-5	-5
COc1cccc(-c2noc(C3CCCN(C(=O)Cc4ccccc4)C3)n2)c1 (stereo not given)	-6	99	98	101	-2	-10	101	97	100	-6	-10
O=C(NCC1COc2ccccc2O1)c1ccc(NC(=O)C2CCCO2)cc1 (stereo not given)	-8	100	99	101	-1	-8	100	101	101	0	-7
O=C(COC(=O)C1CCCCC1)Nc1ccc(S(=O)(=O)N2CCOCC2)cc1	-5	100	97	102	0	-5	100	105	99	0	-1
CC(NC(=O)OC(C)(C)C)C(=O)NC(CCC(=O)OCc1ccccc1)C(N)=O (stereo not given)	0	99	96	102	2	-5	101	97	99	0	-2
CC1CCCN(c2ccc(C(=O)Nc3ccc4c(c3)OCO4)cc2[N+](=O)[O-])C1 (stereo not given)	-1	103	102	103	-2	0	99	99	101	-4	-2
CN1C=CC(=C2C(=O)c3ccccc3C2=O)C=C1	-7	101	100	105	-4	-17	104	101	100	-7	-10
O=C1NCCN(Cc2ccc(-c3ccccc3)cc2)C1CC(=O)N1CCN(CCO)CC1 (stereo not given)	0	98	97	101	2	-1	100	95	95	0	0
CCN(CC)S(=O)(=O)c1cccc(-c2nnc(SC(C)C(=O)NCCC3=CCCCC3)o2)c1 (stereo not given)	-6&-6	101	97	104	-1&-6	-1&-5	105	102	101&97	-3&-3	-1&-4
O=C(NC(NNc1ccc([N+](=O)[O-])cc1)(C(F)(F)F)C(F)(F)F)c1ccc(Cl)cc1	-9	96	91	96	-3	-18	95	97	96	-7	-11
COC(=O)C1SCC2C(=O)N(Cc3ccc(F)cc3)CC(=O)N21 (stereo not given)	-1	99	100	103	0	-8	95	107	99	0	-2
CC(=O)N1c2c(cc(Br)cc2S(=O)(=O)NCC2COc3ccccc3O2)CC1C (stereo not given)	-5	103	97	100	-2	-2	102	100	100	-2	0
CCCCCCC(=O)NCC(=O)OCC(=O)c1ccccc1	-7	100	99	102	-2	-12	101	102	98	-10	-6
COc1cc(CNc2ccc(CNc3ncn[nH]3)cc2)ccc1OCC(=O)NC(C)(C)C	-7	95	97	99	-6	-4	98	98	95	-9	-5
COc1ccc(NC2=C(C(C)=O)C(c3ccc(OC)cc3)C(C(C)=O)C(C)(O)C2)cc1 (stereo not given)	0	95	96	98	-3	1	96	91	96	-6	-3
Cc1nonc1N1CCN(Cc2cn[nH]c2-c2ccc(F)cc2F)CC1	-4	95	95	97	-4	-6	94	99	95	-2	-6
O=C(N/N=C/c1ccc([N+](=O)[O-])cc1)c1ccc2nc[nH]c2c1	-5	101	97	103	-3	0	104	107	102	-3	0
COc1ccc(C2(C(=O)NCC3CCCO3)CCOCC2)cc1 (stereo not given)	-1	101	100	101	-5	0	102	103	103	-1	-2
Following part.
SMILES	Bcl-2 Bim block	HRas wt GTP	Rac1 act GTP bind	Rac1 wt GTP bind	Bim-Bcl-W	Bfl-1 Bim block	Cdc42 wt GTP	Rab7 wt GTP bind	Rab2 wt GTP	Bim-Bcl-XL	Bim-Bcl-B
C=CCn1c(SCc2c(C)noc2C)nc2sc(C)c(C)c2c1=O	-13	98	97	101	-2	-16	98	99	100	-9	-11
Cc1c(NC(=O)/C(C#N)=C/c2ccc(-c3ccc(Cl)c(Cl)c3)o2)c(=O)n(-c2ccccc2)n1C	-6	97	96	97	-4	-7	98	94	94	-9	-3
CC(C)c1nc(-c2c(N)n(C)c(=O)n(C)c2=O)sc1C(=O)C(C)(C)C	-8	98	97	100	-3	-16	95	100	98	-6	-9
C=CCN(CC=C)C(=S)Nc1ccccc1	4	99	100	98	0	0	98	101	100	1	0
